# Mtb UGM inh = Mtb UDP-galactopyranose mutase inhibition. P9WIQ1. purified UGM, fluorescence polarization probe displacement. inhibition, % at 10 µM. 320,000 tested, 0.06% active. AID 504406; in the data active = inhibition above about 10%, passing the limit was not always enough; inconclusive = no clear call, values can overlap the other calls
# Target sequence (P9WIQ1 whole entry, looked up): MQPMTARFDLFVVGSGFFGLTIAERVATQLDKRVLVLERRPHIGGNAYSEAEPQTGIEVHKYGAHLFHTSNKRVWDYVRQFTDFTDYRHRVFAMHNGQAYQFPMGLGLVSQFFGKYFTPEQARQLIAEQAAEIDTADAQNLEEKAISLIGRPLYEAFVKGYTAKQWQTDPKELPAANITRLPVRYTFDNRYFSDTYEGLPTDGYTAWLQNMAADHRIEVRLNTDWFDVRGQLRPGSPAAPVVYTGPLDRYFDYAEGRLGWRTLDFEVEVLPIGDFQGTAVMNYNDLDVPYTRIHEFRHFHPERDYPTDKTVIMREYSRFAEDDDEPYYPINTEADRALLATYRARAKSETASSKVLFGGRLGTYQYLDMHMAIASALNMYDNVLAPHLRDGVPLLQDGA
# BoNT A protease = inhibitors of Botulinum neurotoxin A light chain protease | multiplex microsphere protease substrate cleavage, flow cytometry | 360,000 tested, 0.17% active | AID 588499 | inhibition, % at 10 µM; in the data active = inhibition above about 30%; inconclusive = no clear call, values can overlap the other calls; also: plate controls were buffer without enzyme for full effect and enzyme alone for no effect
# GDH-TPI inh = inhibits GDH-TPI coupling enzymes, artifact for Mtb FBA screen | GDH-TPI coupled enzyme counterscreen, NADH absorbance | inhibition, % at 4.8 µM | 360,000 tested, 1.2% active | AID 588335;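 also: 0% = DMSO wells and 100% = wells lacking the enzyme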
# BioA inh = BioA (M. tuberculosis) enzyme inhibition; purified M. tuberculosis BioA enzyme, plate reader; inhibition, % at 9.99 µM; 360,000 tested, 0.096% active; in the data active = inhibition above about 40%; inconclusive = no clear call, values can overlap the other calls
# FadD28 FP inh = blocks FadD28 binding to the bisubstrate probe; inhibition, % at 12.5 µM; AID 588549; fluorescence polarization; 360,000 tested, 0.22% active; in the data active = inhibition above about 8.5%, passing the limit was not always enough; inconclusive = no clear call, values can overlap the other calls
# BoNT F protease = inhibitors of Botulinum neurotoxin F light chain protease; Multiplex microsphere protease cleavage assay, flow cytometry; inhibition, % at 10 µM; AID 588497; 360,000 tested, 0.22% active; in the data active = inhibition above about 35%, passing the limit was not always enough; inconclusive = no clear call, values can overlap the other calls; also: plate controls were buffer without enzyme for full effect and enzyme alone for no effect
# PrPC surface inh = cell surface PrPC inhibition, primary TR-FRET screen; AID 720596; 370,000 tested, 0.43% active; TR-FRET read-out; P04156; inhibition, % at 13.8 µM; in the data active = inhibition above about 24%; also: 0% = median of the test wells and 100% = reference compound wells
# CCHFV vOTU inh = CCHFV vOTU protease inhibition | Pep-AMC fluorescence | inhibition, % at 11.5 µM | 370,000 tested, 0.55% active; also: 0% = vehicle wells with enzyme and 100% = no enzyme wells
# FBA Mtb inh = Mtb fructose-bisphosphate aldolase inhibition; P9WQA3; purified M. tuberculosis FBA, fluorescence read-out; inhibition, % at 1 µM; 360,000 tested, 2.3% active; in the data active = inhibition above about 27%;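 also: 0% = vehicle and 100% = reference inhibitor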
# Target sequence (P9WQA3 whole entry, looked up): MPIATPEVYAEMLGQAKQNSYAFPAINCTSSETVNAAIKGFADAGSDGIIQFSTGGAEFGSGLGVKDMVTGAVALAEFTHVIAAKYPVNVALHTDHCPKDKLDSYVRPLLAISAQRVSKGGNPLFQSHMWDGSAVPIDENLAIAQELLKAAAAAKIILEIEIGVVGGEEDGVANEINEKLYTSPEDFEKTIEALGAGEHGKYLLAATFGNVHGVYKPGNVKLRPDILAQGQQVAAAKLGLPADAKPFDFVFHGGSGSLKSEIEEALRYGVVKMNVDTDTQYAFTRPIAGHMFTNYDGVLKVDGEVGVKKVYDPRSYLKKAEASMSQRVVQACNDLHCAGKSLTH
# * = called active by the depositor; ? = inconclusive; / = not tested or not shown. Rule as the data show it, unless noted: active = inhibition above about 30%; inactive = the rest. Compounds as they come, and some 4.8% of all compounds hit somewhere here.
SMILES,Mtb UGM inh,BoNT A protease,GDH-TPI inh,BioA inh,FadD28 FP inh,BoNT F protease,PrPC surface inh,CCHFV vOTU inh,FBA Mtb inh
Cc1ccc(NC(=O)C(=O)NCC2OCCc3ccccc32)cc1 (configuration not stated),-0.4,0.3,-1,-7.4,-3.8,1,1,-12,2
C=CCn1c(=NC(=O)c2ccc(S(=O)(=O)N3CCCc4ccccc43)cc2)sc2cc(S(N)(=O)=O)ccc21,1.0,1.6,23,-2.8,0.7,18,2,9,-1
COc1cccc(CNC(=O)Cc2c(C(=O)O)[nH]c3ccccc23)c1,2.1,0.1,2,-2.5,-2.8,2,-7,-15,5
O=C(c1ccc(N2CCCC2)c([N+](=O)[O-])c1)N1CCc2ccccc2C1,2.9,-3.2,-5,/,2.3,5,-11,6,-1
CCCCCn1nc(-c2ccccc2)c2nc3ccccc3nc21,38*,22,10,-5.4,0.2,17,3,-4,0
CCOC(=O)c1cnc(SC)nc1Oc1cccc(NC(=O)c2ccc(C)cc2)c1,-1.3,0.1,4,-1.9,0.1,?,2,1,6
COc1ccccc1NC(=O)c1csc(-n2nc(C)cc2C(F)(F)F)n1,1.7,?,20,-2.8,-0.6,1,1,5,4
Cc1cc(NC(=O)C2CC(=O)N(c3ccccc3Cl)C2)no1 (configuration not stated),-3.7,1.1,5,-0.7,-2.4,2,3,-2,-1
O=C1CSC(c2ccccn2)N1Cc1cn2ccccc2n1 (configuration not stated),-0.5,-0.5,-3,0.9,-0.3,5,-4,-5,-2
O=C1NC(=S)NC(=O)C1=Cc1cccn1-c1ccc(O)cc1,/,-0.4,9,/,4.6,-7,-11,2,-6
CC(=O)Nc1nnc(SCC(=O)N2CCc3ccccc32)s1,2.3,1.5,-11,-1.2,-4.4,0,1,4,1
O=C(NCc1nnc2c(C(F)(F)F)cc(Cl)cn12)c1cccs1,-1.2,-2.7,3,3.0,0.1,-8,-8,3,1
O=C(CCc1ccccc1)N=C1SC2CS(=O)(=O)CC2N1c1cccc(F)c1 (configuration not stated),3.0,-0.9,13,-2.7,-0.7,0,1,-5,1
CCOC(CNC(=O)c1nnc(Cc2cc(OC)c(OC)c(OC)c2)o1)OCC,-4.5,-1.5,-12,/,-0.9,-5,6,-2,2
CS(=O)(=O)N(CCC(=O)O)Cc1ccccc1,1.0,0.1,5,2.1,-1.2,2,-5,10,3
Cc1ccc(C(=O)NC2CCS(=O)(=O)C2)cc1S(=O)(=O)N1CCCCCC1 (configuration not stated),-0.2,1.9,1,/,-0.4,14,1,16,2
COc1ccccc1NC(=O)CNC(=O)c1ccc(Br)o1,4.0,/,13,4.8,1.5,/,3,-11,-1
CON(c1nc(Cl)nc(N(C)C)n1)S(=O)(=O)c1ccc(C)cc1,-0.1,-1.9,8,1.4,-1.4,-18,-4,2,0
Cc1ccc(NC(=O)CSc2nc3ccccc3c(=O)n2Cc2cccs2)cc1,0.1,0.0,4,-0.4,-3.7,-4,2,-9,-4
C=CCSc1nccc(-c2nn(-c3ccc(C)cc3)ccc2=O)n1,4.6,0.9,16,/,-1.3,-8,-6,12,7
COCCn1c(SCC(=O)Nc2cc(C)on2)nnc1-c1ccccc1,0.5,2.0,3,0.8,0.9,4,-1,0,0
CSc1nc(N)nc(SCC(=O)c2ccccc2)c1C#N,-1.1,-1.1,2,1.1,-0.7,-11,-33,11,8
COc1ccc(C(O)c2ncc(-c3cccc4ccccc34)[nH]2)cc1F (configuration not stated),/,-0.3,4,-0.3,-1.5,-3,-5,-6,41*
CC1=C(C(=O)OCC2CCCO2)C(c2ccsc2)C2=C(CCCC2=O)N1 (configuration not stated),0.7,-0.1,13,1.0,-1.8,-2,-9,-8,9

# Quoted from the listing.
# GDH-TPI inh, `CC1=C(C(=O)OCC2CCCO2)C(c2ccsc2)C2=C(CCCC2=O)N1` (configuration not stated) stands at 13
# Mtb UGM inh, `C=CCSc1nccc(-c2nn(-c3ccc(C)cc3)ccc2=O)n1` stands at 4.6

# The list continues:
SMILES,Mtb UGM inh,BoNT A protease,GDH-TPI inh,BioA inh,FadD28 FP inh,BoNT F protease,PrPC surface inh,CCHFV vOTU inh,FBA Mtb inh
O=C(CSc1nc2ccsc2c(=O)n1NC(=O)c1ccccc1)Nc1nccs1,3.4,-1.5,10,/,0.1,-3,-1,-3,4
CSCCC(NS(=O)(=O)c1ccc(Cl)cc1)C(=O)OCC(=O)NC12CC3CC(CC(C3)C1)C2 (configuration not stated),1.6,-0.6,13,-1.2,0.4,-16,6,7,5
O=C1C2C3C=CC(CC3)C2C(=O)N1c1ccc(Br)cc1[N+](=O)[O-] (configuration not stated),0.0,-4.3,-1,0.4,/,-24,-3,-2,0
O=C(O)/C=C/c1cn(Cc2ccccc2)nc1-c1ccccc1,0.7,-0.1,6,/,-1.9,2,-3,1,-1
CCC1CCCCN1C(=O)COC(=O)CSc1ccc(C(N)=O)cc1[N+](=O)[O-] (configuration not stated),0.1,-0.4,10,-0.6,-0.4,0,-20,-8,1
CCOC(=O)C1=C[C@@H](CC)N(S(=O)(=O)c2ccccc2)[C@H]1c1ccccc1,/,0.0,/,0.9,-1.6,4,11,17,2
COCc1c(C(=O)Nc2ccc(C)c(S(=O)(=O)N3CCOCC3)c2)oc2ccccc12,/,0.4,15,5.3,-7.7,-5,7,6,0
CCOC(=O)N1CCC(N2Cc3cccc(C(=O)O)c3C2=O)CC1,1.3,-0.1,0,-1.2,-0.3,1,-1,6,-2
COc1ccccc1Cc1c(-c2ccccc2)nc2cc(C)c(Br)c(C)n12,/,1.2,/,/,/,-3,-2,9,/
CCc1ccc(NC(=O)CC2C(=O)N(c3cccc(OC)c3)C(=O)N2CCOC)cc1 (configuration not stated),-1.8,-0.4,-3,-0.4,0.8,4,4,-14,-1
CC1=CCC(C(=O)O)C(C(=O)Nc2nc3ccc(S(C)(=O)=O)cc3s2)C1 (configuration not stated),1.3,-1.2,15,-2.3,-1.8,-10,3,1,-3
O=C(CSc1nnc(-c2cccnc2)o1)Oc1ccccc1,-0.7,0.7,14,3.6,-2.0,-3,5,-13,-5
Cc1ccc(N(C)C(=O)n2cnc3ccccc32)cc1,2.0,-0.4,4,1.9,-0.3,0,9,-6,3
CCOc1ccc(NC(=S)N(Cc2ccc(Cl)cc2)Cc2ccco2)cc1,-0.5,-0.7,10,-0.2,0.8,-7,8,8,-2
CCn1c(SCC(=O)NC2CCCCC2)nnc1-c1ccccn1,-1.8,0.2,-10,-1.0,-3.2,-5,10,-5,2
CCOc1ccc(CCNC(=O)Cc2ccc(NC3=NC4CS(=O)(=O)CC4S3)cc2)cc1 (configuration not stated),0.1,0.4,-2,0.5,1.4,1,-2,-3,0
COc1cc2cnc(-c3ccsc3)c(-c3ccc(F)cc3)c2cc1OC,-0.9,0.1,9,-1.0,-4.0,2,-4,-5,1
Cc1cc(NC(=O)C(Cl)Cl)cc2c1OCO2,/,-0.4,-2,-1.0,-3.7,-3,5,-13,-1
Cc1ccc(-c2nnn(CC(=O)N(CC(=O)NC(C)C)c3cnc4ccccc4c3)n2)o1,1.1,-0.4,13,-0.5,-1.3,2,8,13,1
Cc1ccc(-c2noc(-c3ccno3)n2)cc1,3.3,-0.5,6,/,-0.5,1,10,-2,4
Cc1onc(-c2ccccc2)c1CNS(=O)(=O)c1cccc(Cl)c1,-0.3,-1.2,-4,-0.1,-4.1,?,7,-5,-1
Cc1cc(Nc2ccccc2F)n2nc(C)nc2n1,-3.2,0.4,10,-0.2,-0.9,4,0,7,5
CCOC(=O)c1c(NC(=O)c2c(C(=O)O)cccc2[N+](=O)[O-])sc(C)c1C,1.4,0.9,4,-0.4,-1.3,1,2,-5,-4
Cc1c(N2C(=O)/C(=C\c3ccc(N(C)C)cc3)N(C)C2=S)c(=O)n(-c2ccccc2)n1C,-3.1,-2.2,12,/,-2.0,-1,-55,9,-33
CCOC(=O)c1cc(=O)n2[nH]c(-c3ccc(C)cc3)cc2n1,-0.4,-1.0,-5,-1.6,2.8,-3,-1,-3,20
Cc1nc(-c2ccc(F)cc2)c(CC(=O)N(C)CC(=O)Nc2ccccc2Cl)s1,-1.0,-5.3,-6,0.1,-5.0,?,5,9,0
CSc1nnc(C)c(/C=C/NOCc2cccc(F)c2)n1,-0.8,1.6,0,-1.0,-2.0,-3,2,13,2
Cn1cc(C(=O)NCc2ccc(F)cc2)c(=O)c2cc(S(=O)(=O)N3CCCCC3)ccc21,/,0.6,12,/,-2.6,3,0,-1,3
COC(=O)c1c(C(=O)OC)c(-c2ccccc2)n2c1CS(=O)C2 (configuration not stated),-1.0,-1.2,3,73*,-0.1,-6,1,3,0
O=C(COc1c(Br)cc(Br)cc1Br)N/N=C/c1ccco1,0.3,0.4,9,-1.4,-0.6,0,/,/,0
Cc1ccc(-c2csc(NC(=O)c3ccccc3F)c2C(=O)O)cc1,1.9,3.5,25,/,-0.6,35*,20,-4,4
Cc1cc(C(=O)CSc2nn(-c3ccccc3)c(=S)s2)c(C)n1Cc1ccco1,-0.4,-1.5,10,-2.5,-1.3,-5,2,1,-1
O=C(NCc1ccccc1)C1CC(=O)N(C2CCCCCC2)C1 (configuration not stated),0.2,0.1,6,3.0,-2.3,6,-3,6,-2
CC12C(=O)N(c3ccccc3C(=O)O)C(=O)C1C1C=CC2C1 (configuration not stated),3.0,-0.5,-7,/,-2.6,0,0,-2,2
CC(C)c1ccc(N2C(=O)NC(=O)/C(=C\c3cnc(-c4ccccc4)nc3)C2=O)cc1,-4.6,0.2,8,-1.3,1.5,-12,0,2,-1
Cc1sc2ncnc(N3CCC(C(=O)Nc4ccc(C#N)c(Cl)c4)CC3)c2c1C,/,-2.8,8,0.3,-1.4,-10,16,3,-3
O=C(Nc1ccc(Cl)cc1)OCc1cn(-c2ccc(Cl)cc2)nn1,-0.6,-1.7,-8,1.1,-0.6,-31,-2,13,6
CSc1ccc(/C=C/C(=O)c2ccc(O)cc2)cc1,6.0,0.8,14,/,-4.0,3,-4,-11,-7
O=C(NC1CCN(C(=O)NCc2ccccc2)CC1)c1ccco1,-3.0,-0.4,-6,-1.0,-2.3,2,3,11,1
N#C/C(=C\c1ccc(O)c([N+](=O)[O-])c1)c1nc2ccccc2s1,/,0.4,6,4.9,1.2,-4,-6,24,-20
C#CCNc1nc(CC)nc2c1nnn2Cc1ccccc1F,-0.7,1.3,8,-1.8,0.8,0,12,23,-5
Fc1ccc(N2N=C(c3cccs3)CC2c2ccccc2)cc1 (configuration not stated),1.3,1.2,6,/,0.2,-1,0,-60,26
COc1cccc(CNC(=O)CCc2ccc(OC)c(OC)c2)c1,7.5,-4.8,3,-2.5,-0.2,-15,0,1,1
CCN1N=C(c2ccccc2)CCC1=O,-4.5,-1.2,-3,-0.1,-0.6,?,9,-10,1
Cc1ccc(S(=O)(=O)N2CCCCC2)cc1NC(=O)COC(=O)C1CC2C=CC1C2 (configuration not stated),-1.6,0.2,7,1.0,-0.9,8,8,1,0
CC(=O)N1CN(C2CCS(=O)(=O)C2)Cc2c1sc1c2CCCC1 (configuration not stated),-1.9,-1.2,3,1.2,0.5,-17,-6,13,1
CN(Cc1ccccc1Cl)C(=O)c1cc2ccccc2o1,0.0,-3.8,6,-0.5,-3.4,-12,6,3,-3

# Ordered by formula weight (rising): part of the list above
SMILES,Mtb UGM inh,BoNT A protease,GDH-TPI inh,BioA inh,FadD28 FP inh,BoNT F protease,PrPC surface inh,CCHFV vOTU inh,FBA Mtb inh
CN(Cc1ccccc1Cl)C(=O)c1cc2ccccc2o1,0.0,-3.8,6,-0.5,-3.4,-12,6,3,-3
O=C(NC1CCN(C(=O)NCc2ccccc2)CC1)c1ccco1,-3.0,-0.4,-6,-1.0,-2.3,2,3,11,1
CC(=O)N1CN(C2CCS(=O)(=O)C2)Cc2c1sc1c2CCCC1 (configuration not stated),-1.9,-1.2,3,1.2,0.5,-17,-6,13,1
O=C(Nc1ccc(Cl)cc1)OCc1cn(-c2ccc(Cl)cc2)nn1,-0.6,-1.7,-8,1.1,-0.6,-31,-2,13,6
Cc1ccc(S(=O)(=O)N2CCCCC2)cc1NC(=O)COC(=O)C1CC2C=CC1C2 (configuration not stated),-1.6,0.2,7,1.0,-0.9,8,8,1,0
